ABCB6 inh 2 – human ABCB6 transporter inhibition; fluorescence ratio to DMSO, % at 10 µM; actives 0.19% (n = 360,000); AID 602162; K562-ABCB6 porphyrin accumulation, flow cytometry, 1 h; stronger effect = lower value; Q9NP58;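 active means fluorescence ratio to DMSO below 75%, the collection mean minus 3 SD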;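 further: signal is porphyrin accumulated inside mitochondria; 100% equals median channel fluorescence of DMSO control wells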
MC4R barr agon – human MC4R agonism via beta-arrestin. U2OS MC4R beta-arrestin complementation, luminescence; percent of melanotan II response, DMSO zero. activation, % at 8.9 µM. actives 0.98% (n = 360,000). AID 540308. P32245;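 active means activation above a per-plate cutoff, the mean activation of sample wells on that plate plus 3 SD, cut at about 8% in these data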
Cardio protect – modulators protecting cardiomyocytes from myocardial damage; H9c2 cardiomyocytes, H2O2 injury protection, ATPLite, 2 h; protection from H2O2 cell death, % at 20 µM; actives 0.63% (n = 360,000);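 active means compounds giving at least 50% protection of heart cells from peroxide-induced death in the single-dose screen, raw or plate-pattern-corrected value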;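 further: 0% = DMSO wells with peroxide and 100% = DMSO wells without peroxide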
CaV13 FRET inh – Disruptors of the CACNA1D IQ motif to Ca2+-dependent inactivation inhibitor domain association, primary screening, Förster resonance energy transfer in intact living …; HEK cells, CFP/YFP FRET ICDI-IQ, plate reader, 10 min; percent FRET-ratio fall versus neutral wells; inhibition, % at 12.3 µM; actives 0.098% (n = 340,000);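 active means mean replicate inhibition of at least 30% and at least 1% of replicates passing that level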;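 further: 0% = median of the neutral control wells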
ABHD5-PLIN5 inh – inhibitors of human ABHD5-perilipin-5 interaction; Q00G26+Q8WTS1; actives 0.78% (n = 360,000); inhibition, % at 4 µM; Split G. princeps luciferase complementation, luminescence, 4 h;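 active means inhibition above the mean inhibition across every tested compound plus 3 SD, cut at about 22% in these data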;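 further: 0% = DMSO only wells and the 100% control is not disclosed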
Exocytosis inh – lytic granule exocytosis inhibition; TALL-104 LAMP-1 surface exposure, flow cytometry; cells stimulated with thapsigargin and PMA; inhibition, % at 10 µM; actives 0.66% (n = 360,000);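 active means inhibition above about 55%, limit read from the data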
PDI inh – inhibitors of human protein disulfide isomerase | PDI insulin aggregation turbidity, A650, 90 min | actives 0.052% (n = 350,000) | P07237 | inhibition, % at 10 µM;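 active means mean inhibition across replicates of 30% or more, whatever share of single replicates reach that level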;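 further: absorbance from insulin aggregation driven by PDI reduction with DTT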
Target sequence (P07237 whole entry, looked up): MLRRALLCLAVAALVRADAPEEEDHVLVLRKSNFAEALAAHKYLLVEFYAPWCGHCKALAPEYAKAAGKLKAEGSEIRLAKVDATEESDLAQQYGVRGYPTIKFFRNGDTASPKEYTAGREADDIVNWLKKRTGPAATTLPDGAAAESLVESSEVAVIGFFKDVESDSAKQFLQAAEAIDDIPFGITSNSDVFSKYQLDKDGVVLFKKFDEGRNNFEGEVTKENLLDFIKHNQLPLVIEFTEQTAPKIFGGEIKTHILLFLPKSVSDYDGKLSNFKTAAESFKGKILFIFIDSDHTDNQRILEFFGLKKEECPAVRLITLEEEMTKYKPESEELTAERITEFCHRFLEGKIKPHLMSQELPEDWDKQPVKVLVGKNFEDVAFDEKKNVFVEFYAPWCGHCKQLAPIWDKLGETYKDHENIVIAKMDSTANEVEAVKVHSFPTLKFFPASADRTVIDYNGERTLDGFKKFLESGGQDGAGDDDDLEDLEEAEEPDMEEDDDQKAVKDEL
N-glyco inh – blocks N-linked glycosylation in D54 reporter cells; actives 0.23% (n = 360,000); reporter increase, % at 12.5 µM; D54 ERlucT glycosylation luciferase reporter, 24 h; percent of 100 nM tunicamycin response;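 active means mean luciferase reporter signal, scaled so untreated is 0 and the glycosylation-blocking control 100, at or above a set limit in every replicate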;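 further: luciferase carries N-glycosylation sites so blocking glycosylation raises the light; 0% = median of neutral control wells and 100% = median of 100 nM tunicamycin wells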
MC4R antag cAMP – blocks human MC4R cAMP signaling | AID 540295 | P32245 | inhibition, % at 6.5 µM | actives 0.48% (n = 360,000) | MC4R-expressing cells, MTII-stimulated cAMP, LANCE TR-FRET;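 active means inhibition above its plate's cutoff, the mean of tested wells on that plate plus 3 SD, cut at about 29% in these data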;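 further: 0% = Melanotan II alone and 100% = Melanotan II plus saturating MCL0020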
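System – human MC4R-expressing U2OS cells · Also added – Melanotan II · Dosing – one concentration, 6.5 µM nominal · Timing – 30-min compound, 1-h challenge, 1-h detection, room temperature · Measured by – Eu-cAMP/anti-cAMP TR-FRET, emission 671 nm · Replicates – singlicate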
HTR2A ag – activates the mouse 5-HT2A serotonin receptor; CHO-K1 mHTR2A beta-arrestin complementation, luminescence; percent of 30 µM serotonin response; activation, % at 7.6 µM; actives 0.66% (n = 360,000);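 active means activation above a run cutoff, the mean activation of all tested compounds plus 3 SD, cut at about 14% in these data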;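 further: 0% = plate median of compound wells and 100% = 30 µM serotonin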
Target sequence (P35363 whole entry, looked up): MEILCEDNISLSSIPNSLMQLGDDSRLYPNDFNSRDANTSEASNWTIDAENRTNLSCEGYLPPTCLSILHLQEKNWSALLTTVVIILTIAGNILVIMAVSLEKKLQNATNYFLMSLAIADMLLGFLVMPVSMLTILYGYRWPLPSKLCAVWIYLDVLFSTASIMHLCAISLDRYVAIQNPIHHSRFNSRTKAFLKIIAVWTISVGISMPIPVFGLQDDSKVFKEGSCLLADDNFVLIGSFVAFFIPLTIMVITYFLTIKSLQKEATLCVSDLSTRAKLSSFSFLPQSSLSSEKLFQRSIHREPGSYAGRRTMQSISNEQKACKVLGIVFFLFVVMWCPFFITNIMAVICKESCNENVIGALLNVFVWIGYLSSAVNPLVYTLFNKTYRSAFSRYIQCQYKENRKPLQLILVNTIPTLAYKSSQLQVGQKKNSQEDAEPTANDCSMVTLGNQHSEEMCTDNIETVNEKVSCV
The depositor's hits bear a star; . = no result given.

Each structure is followed by: ABCB6 inh 2 | MC4R barr agon | Cardio protect | CaV13 FRET inh | ABHD5-PLIN5 inh | Exocytosis inh | PDI inh | N-glyco inh | MC4R antag cAMP | HTR2A ag
(1) COc1ccc(C(=O)c2c(N)sc3c2CCN(C(=O)OC(C)(C)C)C3)cc1
  101 | 0.3 | -3 | -16 | -18 | 7 | 7 | -10 | 19 | -3
(2) Cc1cc(C)cc(C(=O)NCC(=O)OCC(=O)N2c3ccccc3NC(=O)C2(C)C)c1
  104 | -4.7 | -1 | 2 | -4 | -1 | 11 | 3 | -2 | -2
(3) C[C@@H]1CN([C@@H](C)CO)C(=O)c2cc(Br)cnc2O[C@@H]1CN(C)C(=O)Nc1ccc(F)cc1
  109 | 0.8 | 8 | -6 | -6 | -2 | -6 | 0 | 14 | -2
(4) O=C(CSc1nnc2scc(-c3ccc(Cl)cc3)n12)NCc1ccc2c(c1)OCO2
  109 | -0.5 | 3 | -4 | 2 | 1 | 5 | 2 | 13 | -2
(5) COc1ccc(CCN2C(=O)NC(NS(=O)(=O)c3ccc(Cl)cc3)(C(F)(F)F)C2=O)cc1OC (stereo unspecified)
  102 | -1.7 | -2 | -5 | 4 | 3 | 0 | 8 | 22 | 9
(6) Cc1noc(C)c1COc1ccc(C(=O)OCC(=O)Nc2ccc3ccccc3c2)cc1
  101 | -1.3 | -2 | -5 | 0 | 4 | 1 | 4 | 0 | -4
(7) CC(C)Cn1c(CN2CCCCC2C)nc2c1c(=O)n(C)c(=O)n2C (stereo unspecified)
  99 | -0.1 | 2 | -4 | -3 | 1 | . | 1 | 4 | -2
(8) CN(C)/C=C1\N=C(c2ccc(Cl)cc2Cl)OC1=O
  99 | -1.1 | -2 | -5 | 3 | -1 | -4 | -2 | 9 | 1
(9) Cc1ccc(-n2ncc3c(=O)n(CC(=O)N4CCN(c5ccccc5F)CC4)cnc32)cc1C
  120 | -2.1 | -8 | -6 | 5 | 0 | -21 | 0 | 5 | 1
(10) COc1ccc(C(=O)Nc2cc(C)on2)cc1S(=O)(=O)N1CC(c2ccccc2)CC1=O (stereo unspecified)
  93 | -1.1 | -5 | 0 | 2 | 0 | 0 | -2 | -1 | 0
(11) Cc1cccc(C)c1NC(=O)C(c1ccnc2ccccc12)n1c(=O)c(-c2ccco2)nc2ccccc21 (stereo unspecified)
  . | . | . | -9 | 45* | -1 | . | . | . | -4
(12) CN=C1SC(CC(=O)Nc2ccc(F)cc2F)C(=O)N1/N=C(\C)c1cccc(OCC(=O)O)c1 (stereo unspecified)
  103 | 0.2 | 2 | -15 | 2 | -3 | 4 | 2 | 13 | 2
(13) COC(=O)C[C@@H]1C=C[C@@H](NC(=O)c2cccnc2)[C@@H](CO)O1
  . | . | . | -6 | -4 | -4 | . | . | . | 3
(14) Cn1c(=O)c2c(nc(NCCNC(=O)c3ccco3)n2Cc2ccc(Cl)cc2Cl)n(C)c1=O
  101 | -0.1 | 2 | -9 | -2 | -1 | 4 | 3 | -2 | 6
(15) CC(C)N1CCC(C)(C(=O)Nc2ccc(Cl)c(Cl)c2)C1 (stereo unspecified)
  99 | -2.2 | 5 | -5 | -3 | 31 | -2 | 0 | -1 | -9
(16) CCCC(=O)Nc1ccc2c(c1)COC2=O
  104 | -0.6 | 7 | -7 | 1 | -1 | 2 | 1 | -2 | 1
(17) COc1ccc(C(=O)C2CCCN(C(=O)c3noc4c3CCCC4)C2)c(C)c1 (stereo unspecified)
  91 | 0.6 | -11 | 1 | 2 | -2 | 5 | -2 | 12 | 10
(18) COc1ccc(Cn2nnc3ccccc32)cc1
  105 | -0.5 | 2 | -4 | -8 | -3 | -9 | -3 | -2 | -8
(19) Cc1noc(C)c1CN(C(=S)NC1CC1)c1ccccc1
  96 | -1.8 | 1 | -4 | 1 | -5 | -4 | 1 | 3 | 6
(20) CCc1ccc(OCC(=O)NNC(=O)c2cc(S(=O)(=O)N(C)C)ccc2N2CCCC2)cc1
  95 | -2.2 | 3 | -14 | 6 | -1 | 8 | -2 | 0 | -3

Some entries already given, reduced to Cardio protect and Exocytosis inh:
entry	mol	Cardio protect	Exocytosis inh
16	CCCC(=O)Nc1ccc2c(c1)COC2=O	7	-1
17	COc1ccc(C(=O)C2CCCN(C(=O)c3noc4c3CCCC4)C2)c(C)c1 (stereo unspecified)	-11	-2

Following part.
Each structure is followed by: ABCB6 inh 2 | MC4R barr agon | Cardio protect | CaV13 FRET inh | ABHD5-PLIN5 inh | Exocytosis inh | PDI inh | N-glyco inh | MC4R antag cAMP | HTR2A ag
(21) CCOc1ccc(NC(=O)C(=O)NCC2CCCN2CC)cc1 (stereo unspecified)
  98 | 0.1 | 8 | -13 | -2 | 1 | -1 | -4 | -2 | 2
(22) O=c1[nH]c(CSc2ccccc2)nc2c1oc1ccccc12
  95 | -0.5 | 2 | -3 | -5 | -1 | 3 | 3 | 8 | 3
(23) O=C(COC(=O)/C=C/c1cccc(C(F)(F)F)c1)NC(=O)NCc1ccco1
  98 | 15* | -2 | -5 | -2 | 2 | 1 | 2 | -5 | -8
(24) O=C(CSc1nnc(-c2ccccn2)n1Cc1ccco1)c1ccccc1
  102 | -2.5 | 1 | -5 | 4 | 1 | -12 | -1 | -2 | -2
(25) O=C(Nc1nnc(COc2ccccc2)s1)c1ccco1
  93 | 1.1 | -7 | -5 | 12 | 0 | 0 | 2 | 2 | 3
(26) COC(=O)c1ccccc1N1CCS(=O)(=O)CC1
  88 | -0.6 | -9 | -3 | -1 | -1 | -3 | 2 | -1 | -13
(27) Cc1ccc(NCC(=O)N/N=C/c2cccc(Oc3ccccc3)c2)cc1
  94 | 24* | -10 | -4 | -16 | 22 | -6 | -3 | -1 | 0
(28) Cc1ccc(C(=O)Nc2c(C)n(C)n(-c3ccccc3)c2=O)cc1S(=O)(=O)N1CCCCC1
  100 | 1.1 | -3 | -2 | -3 | 1 | -12 | -2 | -2 | 6
(29) CCN(CC(=O)Nc1ccc2c(c1)OCCO2)CC(=O)Nc1ccccc1C(F)(F)F
  99 | -4.9 | 1 | -6 | -7 | -5 | 6 | 1 | 1 | -4
(30) CN(C(=O)CC1C(=O)NCCN1Cc1ccccc1C(F)(F)F)C1CCOCC1 (stereo unspecified)
  99 | 1.0 | 2 | -2 | 2 | -2 | -6 | 3 | 7 | 2
(31) CN=C1SC(CC(=O)Nc2ccc(N3CCOCC3)cc2)C(=O)N1C (stereo unspecified)
  102 | 0.3 | 0 | -9 | 4 | -3 | 0 | 2 | 3 | -2
(32) O=C(Nc1ccc(Cl)c(S(=O)(=O)N2CCCCC2)c1)C1=COCCO1
  92 | 4.3 | -5 | -5 | 2 | 2 | -13 | 0 | 3 | 12
(33) Cc1ccc(NC(=O)N2CCOCC2)cc1NC(=O)N1CCOCC1
  95 | -1.7 | -2 | -5 | -5 | -3 | -4 | 1 | -6 | -1
(34) CC(C)c1ccccc1
  98 | -1.8 | 5 | . | -1 | 0 | . | 1 | 11 | 2
(35) Cc1cc(C)n2ncc(S(=O)(=O)c3ccccc3)c2n1
  85 | -0.8 | 3 | -4 | -3 | -4 | -8 | 1 | -6 | -2
(36) COc1ccc(C(=O)OCCN2CCCCC2)cc1
  97 | 2.3 | 5 | -6 | 1 | -5 | -2 | -3 | 1 | -2
(37) COc1ccc(S(=O)(=O)O/N=C2\CCSc3ccc(C)cc32)cc1
  95 | -0.6 | -17 | -6 | 0 | 1 | 1 | 0 | 2 | 0
(38) CC(C)Oc1ccc(CN2CCC2(C)C(=O)Nc2ccc3c(c2)OCO3)cc1 (stereo unspecified)
  92 | 0.4 | -5 | -4 | -5 | 8 | 5 | 1 | -2 | -5
(39) Cc1nn(-c2ccccn2)c2c1C(=O)CC(C)(C)C2N=[N+]=[N-] (stereo unspecified)
  93 | -1.7 | 4 | -5 | -2 | 1 | 0 | 3 | 4 | 0
(40) Cc1cccc(NC(=O)c2cnc3sccn3c2=O)c1C
  94 | 0.5 | -6 | -7 | 3 | 12 | -11 | 1 | 14 | -4
(41) C=CCCOc1ccccc1C(N)=O
  103 | -0.3 | 31 | -20 | 5 | -2 | 5 | 1 | 8 | 3
(42) O=C(c1ccc(Cl)cc1)N1CCC(c2nc(-c3cccs3)no2)CC1
  98 | -0.2 | -8 | -8 | -1 | -2 | -5 | -3 | 4 | -6
(43) COc1ccc(S(=O)(=O)CCC(=O)N2CCN(c3ccc(F)cc3)CC2)cc1
  96 | -2.2 | 1 | 0 | -1 | 0 | -7 | -3 | 14 | -1
(44) Cc1cccc(NC(=O)c2nc[nH]c2C(=O)N[C@@H](C)C(=O)OCc2ccccc2)c1
  98 | 1.4 | -6 | -10 | -3 | -7 | 2 | 0 | 9 | -4
(45) COc1ccc(-c2cn3c(C)c(C(=O)N4CCN(c5ccc(F)cc5)CC4)sc3n2)cc1
  96 | 0.4 | 2 | -3 | 3 | -2 | . | -3 | 2 | 6
(46) Cc1ccccc1NC(=O)C(NC1CCCCC1)C(C)C (stereo unspecified)
  101 | -1.1 | 1 | -2 | 2 | -2 | 5 | 1 | -2 | 4
(47) COc1ccc(OC)c(NC(=S)N2CCc3ccccc3C2)c1
  103 | 4.0 | -7 | 0 | 6 | 18 | -10 | -1 | 6 | -2
(48) O=C(CCN1N=C(c2ccccc2)CCC1=O)NCC1CCCO1 (stereo unspecified)
  104 | 0.5 | -8 | -3 | 3 | -5 | -1 | 3 | 5 | 1
(49) COC(=O)C1(C)NC(c2ccc(F)cc2)C2C(=O)N(c3ccc(C)cc3)C(=O)C21 (stereo unspecified)
  102 | -0.4 | 1 | -1 | 3 | -1 | -4 | -1 | 11 | 2
(50) CC(=O)c1ccc(S(=O)(=O)N(C)CC(=O)Nc2cc(C)on2)cc1
  100 | -1.5 | -5 | . | -3 | -5 | -2 | -1 | 4 | 0
(51) O=C(NCC(=O)N1CCN(S(=O)(=O)c2ccc3c(c2)OCCO3)CC1)c1ccccc1Cl
  98 | -1.6 | 5 | -2 | -3 | -4 | -67 | 2 | -4 | 1
(52) COC(=O)c1ccc(NC(=O)COc2ccc(S(=O)(=O)N3CCCCC3)cc2)cc1
  70* | 0.4 | -8 | -3 | 2 | 1 | 9 | 2 | 0 | 0
(53) Cc1ccc(-n2c(-c3ccc(Cl)cc3)n[nH]c2=S)c(C)c1
  100 | -1.1 | -8 | -22 | -5 | 4 | 4 | 0 | 8 | 2
(54) Cc1cc(-c2ccc(S(=O)(=O)N(C)Cc3ccccc3)cc2)on1
  95 | 25* | 2 | -7 | 4 | -17 | -2 | 1 | -8 | -1
(55) O=C1CS/C(=N/N=C/c2ccccc2OS(=O)(=O)c2ccccc2)N1
  93 | -0.7 | 2 | -5 | -2 | -5 | -4 | 0 | 9 | -1
(56) COc1ccc2occ(C(=O)c3cccs3)c2c1
  99 | -0.8 | -10 | -4 | 2 | 1 | -4 | 1 | 1 | -5
(57) CC(=O)C1=C(O)C(=O)N(CCC(=O)O)C1c1ccc(Cl)cc1Cl (stereo unspecified)
  97 | -0.2 | 5 | -9 | 13 | -2 | 6 | 2 | 5 | 0

Screening results as filed in PubChem BioAssay.
